Bioassay records as filed in PubChem BioAssay.
GPR55 LPI antagonism: GPR55 antagonists blocking LPI-driven arrestin recruitment, primary screen, imaging, U2OS, beta-arrestin-GFP, LPI agonist (AID 2013). U2OS GPR55 beta-arrestin-GFP translocation imaging, LPI antagonism; higher % means a stronger effect. one-dose inhibition, % at 10 µM; IC50 in µM for titrated hits. 0.13% of 290,000 active;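 active = spots per cell inhibited over 60%, with over 100 cells counted and total cytoplasm intensity under 500,000; inconclusive = wells with under 100 cells, flagged as likely toxic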;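 also: U2OS cells stably carrying GPR55 and arrestin-GFP stimulated by 5 µM LPI near EC80; imaged beta-arrestin-GFP aggregate spots per cell after agonist stimulation; plate controls were LPI-stimulated DMSO wells for no effect and DMSO wells without LPI for full effect; some results filed as inactive read as strong as hits; confirmed hits need IC50 under 10 µM and bright autofluorescent wells are also inconclusive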
GPR35 antagonists: GPR35 antagonists blocking zaprinast-driven arrestin recruitment, primary screen, imaging, U2OS, beta-arrestin-GFP, zaprinast agonist (AID 2058); U2OS GPR35 beta-arrestin-GFP translocation imaging, zaprinast antagonism; higher % means a stronger effect; inhibition, % at 10 µM; hits with a dose series show IC50 in µM; 0.052% of 290,000 active;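 active = inhibition of at least 50% with at least 30 cells and total cytoplasm GFP at most 10,000,000; inconclusive = under 30 cells or total GFP of 10,000,000 plus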
SIAH1 antagonists: Siah-1 peptide-binding antagonists, primary screen, biochemical, fluorescence polarization, rhodamine-plectin, uHTS (AID 1817); Siah-1 / rhodamine-plectin peptide fluorescence polarization; higher % means a stronger effect; 0.02% of 290,000 active; displacement, % at 20 µM; hits with a dose series show IC50 in µM;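 active = displacement of at least 50% at 20 µM, with a fluorescence ratio check between 0.3 and a set limit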;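 also: plate controls were Siah plus tracer with DMSO for no effect and tracer alone without Siah for full effect; strong numbers were not always called active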
Rac1 GTP hydrolysis: MgcRacGAP GTPase-activating activity inhibitors, confirmation, biochemical, ADP Hunter fluorescence; one-dose inhibition, % at 30 µM; IC50 in µM for titrated hits; MgcRacGAP-stimulated Rac1 GTP hydrolysis, ADP Hunter fluorescence; higher % means a stronger effect; GST-tagged Rac1 F28L mutant substrate; 0.6% of 340,000 active;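 active = first-screen hits whose inhibition reached a set limit at any dose in the follow-up dose series; inconclusive = inhibition above the set first-screen limit but never retested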;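 also: fluorescence reports GDP produced by GAP-driven GTP hydrolysis; strong numbers were not always called active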
Myeloid diff 2: promotes myeloid progenitor differentiation | ER-HoxA9 myeloid progenitors, lysozyme-GFP differentiation, flow cytometry | calls only at 10 µM | 1% of 360,000 active | AID 624256;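 active = normalized GFP-positive differentiation at or above the plate's own cutoff, the solvent-only control mean plus 3 SD; inconclusive = no clear call, values can overlap the other calls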;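 also: cells exposed to compound for four days before flow analysis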
LYP phosphatase: PTPN22 lymphoid phosphatase activity blockers – biochemical, fluorescence intensity, uHTS (AID 1779) | 0.054% of 290,000 active | inhibition, % at 11.5 µM, or IC50 in µM where a hit was titrated | recombinant LYP phosphatase, fluorescence intensity; higher % means a stronger effect; in the data active = inhibition above about 50%;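 also: plate controls were vehicle with enzyme for no effect and no enzyme for full effect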
PhoP inhibition: inhibitors of PhoP regulon expression, primary screen, Salmonella Typhimurium, GFP reporter (AID 1863) | S. Typhimurium PhoP-regulated promoter GFP reporter, 4 h; higher % means a stronger effect | inhibition, % at 50 µM; hits with a dose series show IC50 in µM | 0.16% of 300,000 active;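 active = inhibition over 29.93%, a cutoff 3 SD above the screen mean, later confirmed by dose response; inconclusive = inhibition over 29.93% but no dose response follow-up; inactive = inhibition at most 29.93% or unconfirmed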;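 also: 0% = low Mg2+ inducing control and 100% = high Mg2+ repressing control; strong numbers were not always called active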
HIV fusion peptide: inhibitors of HIV fusion peptide binding, primary screen, biochemical, uHTS, fluorescence dequenching (AID 1986) | 0.3% of 290,000 active | inhibition, % at 20 µM, or IC50 in µM where a hit was titrated | cell-free peptide binding, fluorescence dequenching, 30 min; higher % means a stronger effect; in the data active = inhibition mostly above about 52%, no sharp cut-off; inactive = mostly below about 76%; also: some results filed as inactive read as strong as hits
NTR1 agonist: NTR1-driven beta-arrestin-GFP spot formation – imaging, U2OS cells, high content, primary screen (AID 493036). activation, % at 20 µM. 0.17% of 330,000 active. agonist mode;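 active = activation at or above 40% of the spot to cytoplasm intensity ratio, with at least 20 cells analyzed; inconclusive = wells under 20 cells, flagged as cytotoxic or low count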;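 also: 0% = DMSO without peptide and 100% = 100 nM NTR1 peptide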
Target sequence (P30989 whole entry, looked up): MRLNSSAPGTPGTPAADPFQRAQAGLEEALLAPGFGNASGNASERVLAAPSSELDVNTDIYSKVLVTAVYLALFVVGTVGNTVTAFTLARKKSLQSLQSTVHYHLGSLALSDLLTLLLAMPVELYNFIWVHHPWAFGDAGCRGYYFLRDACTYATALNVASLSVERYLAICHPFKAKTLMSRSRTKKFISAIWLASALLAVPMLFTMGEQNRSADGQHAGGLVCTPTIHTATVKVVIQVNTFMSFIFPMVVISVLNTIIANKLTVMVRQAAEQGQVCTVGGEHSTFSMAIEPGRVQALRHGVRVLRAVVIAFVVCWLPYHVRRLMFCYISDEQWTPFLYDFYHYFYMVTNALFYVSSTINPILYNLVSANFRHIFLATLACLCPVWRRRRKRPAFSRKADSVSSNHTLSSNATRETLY
NTR1 agonist cell count 20 µM: recorded beside NTR1 agonist, whose call it bears; cell count; measured here: cell count, cytotoxicity flag
Myeloid diff 2 GFP+ MAC1+ %: further read-out of Myeloid diff 2, marked with its call; GFP+ MAC1+ double positive, %; measured here: differentiation confirmed by MAC1 staining
* hit, by the source's call; i = inactive; ? = inconclusive; . = not tested or not shown. An unsorted share of the library. About 2.4% of those tested had a hit in this group.

SMILES	GPR55 LPI antagonism	GPR35 antagonists	SIAH1 antagonists	Rac1 GTP hydrolysis	Myeloid diff 2	Myeloid diff 2 GFP+ MAC1+ %	LYP phosphatase	PhoP inhibition	HIV fusion peptide	NTR1 agonist	NTR1 agonist cell count 20 µM
CO/N=C/CC(=O)Nc1ccc(F)cc1F	10%	23%	-2%	4%	i	1.7	-5%	-7%	2.9%	-0.7	36
COc1ccc(NC(=O)CC2CCCCC2)cc1OC	-7%	20%	-5%	4%	i	6.5	0%	16%	1.7%	-0.9	50
Oc1ccc(Br)cc1/C=N/n1cnc2ccccc21	12%	1%	-1%	-3%	i	1.2	2%	-15%	-1.5%	10	81
CCOc1ccc2[nH]c(=O)c(CN(CCN3CCCC3)C(=S)Nc3ccccc3OCC)cc2c1	13%	41%	-3%	4%	i	0.7	-3%	-3%	2.5%	16	43
COc1ccc(-c2nc(N)n(C(=O)c3ccc(C)cc3)n2)cc1	0%	-6%	3%	-2%	i	1.0	-11%	8%	0.7%	5.0	48
Cc1cc(C)c(S(=O)(=O)n2c([N+](=O)[O-])cnc2C)c(C)c1	2%	-2%	-9%	4%	i	0.5	-2%	-9%	0.4%	0.0	30
CSc1ccc(C(=O)C2CCCN(Cc3ccc(N4CCNC4=O)cc3)C2)cc1 (configuration not stated)	4%	21%	-6%	-2%	i	0.1	-10%	-1%	-0.2%	1.3	72
COc1ccc2oc(=N)c(C(=O)NCc3ccccc3)cc2c1	3%	1%	5%	4%	i	0.3	-6%	4%	1.6%	0.6	57
COc1ccc(CNc2ccc(S(=O)(=O)N3CCN(C)CC3)cn2)cc1OC	.	.	.	7%	i	0.5	.	0%	.	-0.7	70
Cc1cnc([N+](=O)[O-])n1CCOC(=O)NC(=O)c1ccccc1	5%	4%	3%	-2%	i	0.2	-5%	-4%	1.3%	-1.1	59
O=C(CSc1nncs1)NCCNC(=O)CSc1nncs1	.	.	.	1%	i	1.6	.	3%	.	-0.2	57
Cc1cc(C)cc(N2CC(C(=O)NC3CCCCC3)CC2=O)c1 (configuration not stated)	2%	9%	-1%	3%	i	1.8	-11%	-5%	0.5%	0.3	40
O=C(Nc1ccc(OC(=O)c2ccco2)cc1)c1ccco1	7%	-14%	4%	2%	i	1.4	-2%	6%	4.1%	-0.5	99
COc1ccc(CN2CCC(C(=O)c3cccc(Cl)c3)CC2)cc1	2%	6%	4%	9%	i	0.7	-14%	0%	-1.4%	0.3	70
CC(CN1CCOCC1)OC(=O)C(C)(c1ccccc1)c1ccccc1 (configuration not stated)	8%	-3%	4%	6%	i	0.2	-5%	-5%	-0.3%	-0.3	52
CC1CCN(C(=O)CN(C2CCCCC2)S(C)(=O)=O)CC1	6%	21%	5%	2%	i	2.3	-4%	-3%	-2.0%	0.0	50
O=C(Oc1ccc(OC(=O)N2CCCCC2)cc1)N1CCCCC1	8%	2%	6%	.	.	.	-7%	-6%	-0.1%	0.0	45
NC(=O)C1CCN(C(=O)CCC(=O)c2ccc(Br)cc2)CC1	-2%	-16%	0%	9%	i	0.6	-2%	6%	2.3%	-1.4	61
Cc1cccc(NC(=O)c2c(-c3ccccc3)noc2C)n1	-1%	6%	5%	6%	i	0.2	-2%	3%	-1.3%	0.8	56
O=C1CCCC2=C1C(c1ccccc1O)C1=C(CCCC1=O)O2	0%	24%	1%	11%	i	0.6	-4%	-2%	8.6%	1.3	36
CCOc1cccc2sc(NC(=O)c3ccc(Br)s3)nc12	5%	-13%	1%	7%	i	1.8	-2%	-7%	1.3%	4.0	91
C=CCc1c(C)nc(-c2ccccc2)nc1N/N=C(\C)c1ccc(N)cc1	0%	-1%	-3%	5%	i	0.2	0%	27%	-0.2%	1.0	62
Cn1c(NCc2ccco2)nc2c1c(=O)n(Cc1ccc(Cl)cc1)c(=O)n2C	4%	13%	-4%	15%	i	0.4	-4%	0%	2.6%	1.3	53
CC(C)C(=O)Nc1cc2c(cc1C(=O)c1ccccc1)OCCO2	15%	6%	-2%	-3%	i	1.9	4%	-8%	-0.2%	1.3	42
CC(=O)N1CCN(C(=S)c2ccc(N(C)C)cc2)CC1	5%	16%	-4%	8%	i	0.7	-1%	-3%	4.4%	-0.5	46
(further entries)
SMILES	GPR55 LPI antagonism	GPR35 antagonists	SIAH1 antagonists	Rac1 GTP hydrolysis	Myeloid diff 2	Myeloid diff 2 GFP+ MAC1+ %	LYP phosphatase	PhoP inhibition	HIV fusion peptide	NTR1 agonist	NTR1 agonist cell count 20 µM
COCCNc1nc(N)c([N+](=O)[O-])c(NC2CCCCC2)n1	-8%	-12%	3%	7%	i	1.0	-2%	18%	-1.5%	1.8	50
Cc1ccc(NC2=C(Cl)C(=O)OC2OC(=O)c2ccco2)cc1 (configuration not stated)	0%	-15%	1%	4%	i	3.3	-1%	2%	0.3%	1.1	46
Brc1ccc2[nH]c3c(N4CCc5ccccc5C4)ncnc3c2c1	-18%	2%	-2%	.	.	.	-1%	-5%	-0.8%	24	76
O=C(c1cc(-c2ccncc2)nc2ccc(Br)cc12)N1CCN(c2ccccn2)CC1	6%	1%	0%	2%	i	0.2	-1%	-1%	1.5%	0.0	37
O=C(O)c1ccc(COc2ccccc2/C=C2\NC(=O)N(Cc3ccccc3)C2=O)cc1	-13%	-16%	3%	5%	i	0.4	-3%	-4%	31%	1.0	66
COCCN(C(=O)CSc1n[nH]c(-c2ccccc2)n1)c1c(N)n(CC(C)C)c(=O)[nH]c1=O	.	.	.	4%	i	0.8	.	0%	.	-0.1	61
O=C(COc1ccccc1Cl)Nc1ccc(N2CCN(C(=O)c3ccccc3)CC2)cc1	7%	-9%	10%	5%	i	0.3	-2%	-4%	-0.2%	12	54
CCCCC(=O)N1C/C=C\C(c2ccc(OC)cc2)N(Cc2ccc(F)cc2)C(=O)C1 (configuration not stated)	5%	17%	6%	8%	i	1.2	2%	1%	-1.5%	3.8	60
Cn1c(=O)c2c(nc(SCC(=O)OCc3ccccc3)n2C)n(C)c1=O	8%	-18%	1%	4%	i	6.8	-8%	-12%	-2.6%	.	.
Cn1cccc1/C=C(/C#N)C(N)=S	-8%	20%	-1%	4%	i	0.5	-4%	-3%	30%	-0.3	54
COc1c(F)c(F)c(C(=O)Nc2ccc(NC(=O)c3ccco3)cc2)c(F)c1F	9%	-6%	3%	9%	i	0.1	-5%	-3%	2.0%	-0.2	63
CN(C[C@H](Cc1ccccc1)N(C[C@H](Cc1ccccc1)N(CCC(C)(C)C)N=O)N=O)N=O	-5%	0%	9%	3%	i	2.1	7%	3%	0.4%	11	77
O=c1c2ccccc2n2c(-c3ccc(C(F)(F)F)cc3)nnc2n1Cc1ccccc1	10%	10%	-2%	3%	i	1.5	3%	7%	2.7%	-0.5	34
N/C(=N\OC(=O)Cc1ccc(-c2ccccc2)cc1)c1cccnc1	-5%	9%	-4%	5%	i	1.0	-7%	15%	0.1%	1.0	67
Cc1ccccc1NC(=O)c1oc(=O)c2ccccc2c1-c1ccccc1	10%	-10%	-1%	6%	i	0.3	4%	-9%	1.9%	1.1	54
O=C(NCC1CCCO1)c1sc2ccccc2c1Cl (configuration not stated)	1%	9%	-6%	6%	i	0.8	-7%	15%	0.7%	2.2	45
COc1cccc(CC(NC(C)=O)C(=O)NC2CCN(C(=O)C3CC3)CC2)c1OC (configuration not stated)	8%	7%	2%	-8%	i	1.8	-4%	0%	0.1%	-0.9	53
O=C(CNC(=O)c1cccc(F)c1)OCc1cc(=O)n2cc(Br)ccc2n1	4%	-2%	-1%	6%	i	0.3	5%	-17%	1.9%	-0.3	54
COCCCNCCCCOc1cccc(Br)c1	6%	-8%	5%	25%	i	1.2	-8%	-5%	2.6%	0.7	49
O=C(COc1ccccc1[N+](=O)[O-])N/N=C/c1ccc(OC(=O)c2ccco2)cc1	-4%	?	-5%	10%	i	0.9	1%	8%	0.0%	-0.8	71
O=C(CSc1nnc(-c2ccco2)n1Cc1ccccc1)c1ccccc1	19%	-6%	-2%	13%	i	0.6	-9%	-1%	-2.0%	0.8	62
O=S(=O)(Nc1ccc(O)c2ccccc12)c1cccs1	0%	-8%	2%	4%	?	.	-8%	1%	7.4%	-0.9	58
CCN(CC)S(=O)(=O)c1ccc(-c2nnc(SCC(N)=O)n2CC)cc1	-2%	-2%	0%	2%	i	0.1	-3%	5%	0.0%	-1.0	37
COc1cccc(-c2nc3ccc(C(=O)N4CCCC(O)C4)cc3o2)c1 (configuration not stated)	10%	0%	0%	6%	i	0.6	-2%	-9%	-0.2%	-1.3	59
CCC(CC)C(=O)Nc1nnc(S(=O)(=O)Nc2ccc(OC)cc2)s1	12%	-8%	3%	4%	i	0.3	-6%	1%	-0.2%	-1.8	74
Next part.
SMILES	GPR55 LPI antagonism	GPR35 antagonists	SIAH1 antagonists	Rac1 GTP hydrolysis	Myeloid diff 2	Myeloid diff 2 GFP+ MAC1+ %	LYP phosphatase	PhoP inhibition	HIV fusion peptide	NTR1 agonist	NTR1 agonist cell count 20 µM
CC(C)(CSc1ccccn1)NS(=O)(=O)c1ccc(Cl)cc1	8%	-4%	0%	6%	i	1.4	-5%	0%	-3.3%	0.3	58
COc1ccc(C(=O)c2cnc3cc4c(cc3c2C)OCO4)cc1	12%	-2%	2%	8%	i	0.3	8%	23%	4.4%	2.5	58
CCOc1cc(/C=N/NC(=O)C(C)Sc2ccccc2)ccc1O (configuration not stated)	-3%	-4%	0%	?	i	0.3	-4%	1%	-0.6%	0.2	39
O=C(NCCc1ccc(Cl)cc1Cl)c1cncc(Br)c1	6%	-1%	2%	6%	i	1.3	-6%	-2%	-1.1%	-1.0	77
COc1cccc(-c2nc(CSCC(=O)N3CCc4ccccc43)c(C)o2)c1	-7%	12%	-4%	4%	i	2.1	1%	-2%	0.2%	3.7	92
O=C(NCc1ccc2[nH]c3c(c2c1)CCCC3)N1CCOCC1	-12%	-2%	7%	.	.	.	0%	-10%	23%	-1.2	88
O=C1CCC2(CC1)NC(=O)N(c1ccccc1)N2	-13%	-5%	12%	-10%	i	0.3	-2%	-3%	-4.9%	-0.3	57
O=C(NC1CCCCC1)c1cc2ccccc2cc1O	-4%	-4%	12%	9%	i	2.3	4%	-15%	6.1%	4.1	54
COc1ccc(/C=C2\SC(=O)N(CC(=O)NNC(=O)c3ccccc3O)C2=O)cc1OC	-7%	0%	6%	4%	i	0.5	1%	4%	13%	-0.6	47
O=[N+]([O-])c1ccccc1/C=N\N1CCN(c2ccccc2)CC1	1%	13%	4%	2%	i	0.3	-1%	0%	-1.5%	2.1	32
Cc1ccc(S(=O)(=O)NCCC(=O)NCc2ccc3c(c2)OCO3)cc1C	8%	-11%	2%	7%	i	0.8	-4%	1%	3.1%	-0.2	54
